RSV antiviral HEp-2 – inhibition of RSV-induced cytopathic effect – HEp-2 cells, primary 10 µM value included (AID 2391). HEp-2 cells, RSV-induced CPE inhibition; higher % means a stronger effect. CPE inhibition, % at 10 µM, or IC50 in µM where a hit was titrated. 310,000 compounds, 0.13% hits; in the data active = a potency from the dose series; inconclusive = CPE inhibition mostly from about 23% at the one dose, without a potency; inactive = the rest, 99 in 100 with CPE inhibition below about 21%; also: strong numbers were not always called active
XIAP antagonists – small molecules displacing peptide from XIAP – biochemical, IAP family, fluorescence polarization (AID 1018); XIAP BIR domain, fluorescence polarization peptide displacement; higher % means a stronger effect; 200,000 compounds, 0.007% hits; displacement, % at 20 µM; hits with a dose series show IC50 in µM; in the data active = displacement above about 50%; also: a part of the inactive calls stands beside numbers as strong as those of hits
HIV fusion peptide – cell-free HIV fusion peptide-binding blockers – biochemical, uHTS, fluorescence dequenching, primary screen (AID 1986); cell-free peptide binding, fluorescence dequenching, 30 min; higher % means a stronger effect; 290,000 compounds, 0.3% hits; one-dose inhibition, % at 20 µM; IC50 in µM for titrated hits; in the data active = inhibition mostly above about 52%, no sharp cut-off; inactive = mostly below about 76%; also: some results filed as inactive read as strong as hits
MgcRacGAP inhibition – MgcRacGAP GTPase-activating activity inhibitors, confirmation, biochemical, ADP Hunter fluorescence | MgcRacGAP-stimulated Rac1 GTP hydrolysis, ADP Hunter fluorescence; higher % means a stronger effect; GST-tagged Rac1 F28L mutant substrate | inhibition, % at 30 µM, or IC50 in µM where a hit was titrated | 340,000 compounds, 0.6% hits | AID 624330;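 active = first-screen hits whose inhibition reached a set limit at any dose in the follow-up dose series; inconclusive = inhibition above the set first-screen limit but never retested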;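 also: fluorescence reports GDP produced by GAP-driven GTP hydrolysis; strong numbers were not always called active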
NS5 inhibitors – flavivirus cap methylation enzyme inhibition – biochemical, confirmation dose response, primary screen (AID 588689) | inhibition, % at 25 µM, or IC50 in µM where a hit was titrated | Dengue-2 NS5 methyltransferase capping enzyme assay, biochemical; higher % means a stronger effect | 340,000 compounds, 0.3% hits; in the data active = a potency from the dose series; inconclusive = inhibition above about 29% without an active follow-up result
SIAH1 antagonists – blockers of Siah-1 interaction with plectin peptide – biochemical, fluorescence polarization, rhodamine-plectin, uHTS, primary screen (AID 1817) | 290,000 compounds, 0.02% hits | one-dose displacement, % at 20 µM; IC50 in µM for titrated hits | Siah-1 / rhodamine-plectin peptide fluorescence polarization; higher % means a stronger effect;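 active = displacement of at least 50% at 20 µM, with a fluorescence ratio check between 0.3 and a set limit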;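 also: plate controls were Siah plus tracer with DMSO for no effect and tracer alone without Siah for full effect; strong numbers were not always called active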
SV40 large T antigen – TAg ATPase/helicase activity blockers – biochemical (AID 1903); SV40 large T antigen ATPase/helicase inhibition assay; higher % means a stronger effect; inhibition, % at 20 µM, or IC50 in µM where a hit was titrated; 310,000 compounds, 0.39% hits; in the data active = a potency from the dose series; inconclusive = inhibition mostly from about 32% at the one dose, without a potency; inactive = the rest, 99 in 100 with inhibition below about 32%; also: strong numbers were not always called active
LYP phosphatase – PTPN22 lymphoid phosphatase activity blockers – biochemical, fluorescence intensity, uHTS (AID 1779) | inhibition, % at 11.5 µM, or IC50 in µM where a hit was titrated | 290,000 compounds, 0.054% hits | recombinant LYP phosphatase, fluorescence intensity; higher % means a stronger effect; in the data active = inhibition above about 50%;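 also: plate controls were vehicle with enzyme for no effect and no enzyme for full effect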
AID2073 – disruptors of CaV2.2 binding to Mint1 – biochemical, HTRF (AID 2073); HTRF protein-protein interaction, Mint1-CaV2.2; higher % means a stronger effect; one-dose inhibition, % at 20 µM; IC50 in µM for titrated hits; 290,000 compounds, 0.19% hits; in the data active = inhibition mostly above about 51%, no sharp cut-off; inconclusive = no clear call, values can overlap the other calls; inactive = mostly below about 53%; also: some results filed as inactive read as strong as hits
Numbers without * were called inactive; ? = inconclusive; nt = not tested or not shown.

SMILES | RSV antiviral HEp-2 | XIAP antagonists | HIV fusion peptide | MgcRacGAP inhibition | NS5 inhibitors | SIAH1 antagonists | SV40 large T antigen | LYP phosphatase | AID2073
COC(=O)c1cnn2c1C(=O)N(Cc1cccs1)CC2 | 0.3% | 0.8% | 0.4% | 0% | -4% | 10% | 15% | -2% | -1%
COCCCn1c(-c2ccccc2)nc2ccccc2c1=O | -1.8% | -0.8% | 0.7% | 9% | 10% | 3% | 12% | -6% | 11%
Cc1cc(NC(=O)CCS(=O)(=O)c2ccc(F)cc2)no1 | 0.8% | nt | nt | -3% | 3% | nt | 10% | nt | nt
CS(=O)(=O)N1N=C(c2cccs2)CC1c1ccccc1O (configuration not stated) | 2.3% | -7.9% | -1.6% | 1% | nt | 8% | 8% | -4% | 0%
CCCSCC(=O)Nc1ncc2c(n1)-c1ccccc1CC2 | 1.7% | -4.9% | 12% | 4% | 5% | 9% | 1% | 0% | 10%
CCCCOC(=O)Nc1ccc(S(=O)(=O)Nc2cc(C)nc(C)n2)cc1 | 1.8% | -5.3% | 3.7% | 2% | -4% | -2% | -6% | -2% | 18%
Cc1cc(-c2nnc(SCc3cccnc3)o2)no1 | 1.1% | -0.8% | 2.3% | 3% | 0% | -3% | 14% | -4% | -6%
COc1cc(O)c2c(=O)cc(-c3ccccc3)oc2c1 | 1.0% | -2.7% | -2.6% | 4% | -4% | 3% | 5% | -1% | 13%
O=C(c1cc(COc2c(F)cccc2F)on1)N1CCC(c2ccncc2)CC1 | -1.1% | -11% | -1.6% | -1% | -6% | -5% | 5% | -5% | -11%
CCOC(=O)c1nn(-c2ccc(C)cc2)c2nc(Nc3ccccc3)cc(=O)n12 | 6.7% | -7.0% | -1.8% | 12% | -9% | 1% | 2% | -1% | 12%
Cc1csc(NC(=O)CCc2ccc(S(=O)(=O)N3CCOCC3)cc2)n1 | 4.4% | -11% | -1.7% | -10% | nt | 4% | 2% | -9% | -9%
CCOc1cc(NC(=O)c2ccccc2OC)c(OCC)cc1NC(=O)c1ccccc1 | 1.0% | nt | 0.1% | -3% | 2% | 4% | 6% | -11% | 31%
COc1ccc(CCNCC(O)COc2c(C)cccc2C)cc1OC (configuration not stated) | 0.6% | nt | 1.4% | 24% | -1% | 6% | 4% | -3% | 12%
CCCc1c(C(=O)N/N=C/c2sccc2C)nnn1-c1nonc1N | -0.1% | nt | -0.8% | 7% | 0% | 1% | 0% | -12% | 6%
Cc1cccc(C)c1Nc1nnc(SC/C(O)=C(\C#N)c2nc3ccccc3[nH]2)s1 | 4.4% | -0.9% | 14% | 5% | -4% | -11% | 8% | 4% | 10%
Cc1nc(C(=O)NNC(=O)c2ccc(C(F)(F)F)cc2)cs1 | -0.6% | nt | -0.2% | nt | nt | 5% | 10% | -2% | 14%
CC(C)CN(C(=O)C(C)N1C(=O)c2ccccc2C1=O)c1c(N)n(Cc2ccccc2)c(=O)[nH]c1=O (configuration not stated) | 0.9% | nt | nt | 4% | 0% | nt | 6% | nt | nt
Cn1cc(Br)c(-c2cccc(N3C(=O)CCCC3=O)c2)n1 | 3.4% | nt | -1.6% | 4% | 2% | -4% | 11% | -5% | -7%
CCCCCCOc1ccc(N2C(=O)CC(SCCN)C2=O)cc1 (configuration not stated) | 1.2% | nt | -0.4% | 6% | -7% | -1% | 3% | -14% | -2%
CCCNc1c(NS(=O)(=O)c2ccc(C)cc2C)c(=O)oc2ccccc12 | 0.9% | nt | -0.9% | 0% | -5% | 1% | 13% | -6% | -4%
CN(/N=C/c1cc(Cl)cc(Cl)c1O)C(=S)NC(C)(C)C | 5.1% | nt | 1.3% | -7% | 3% | 14% | 9% | -7% | -12%
Cc1nn(-c2ccccc2)c(-n2cccc2)c1C(=O)O | 1.3% | -7.6% | 1.1% | 7% | -5% | 19% | 7% | -4% | 4%
COCCCn1c(Cc2ccccc2)nnc1SCC(=O)N1CCCCC1 | -0.9% | -6.6% | 1.8% | 1% | -5% | -3% | 2% | 0% | -3%
O=C(CCC(=O)c1cccs1)Nc1nc2ccccc2s1 | 3.4% | nt | nt | 10% | -5% | nt | 15% | nt | nt
O=C(COc1ccc(F)cc1)N1CCc2ccccc2C1 | 2.3% | -9.7% | 0.4% | ? | -1% | 2% | 30% | -8% | -18%
CS(=O)Cc1cc(Sc2ccccc2)nc(-c2ccncc2)n1 (configuration not stated) | -0.5% | -4.8% | -1.9% | 0% | -3% | -4% | 20% | -2% | 5%
c1ccc(COc2ccc(CNCc3cccs3)cc2)cc1 | -2.6% | -3.6% | -1.9% | 4% | -7% | -4% | 5% | -10% | -1%
Cc1cc(C(=O)N2CCCc3ccccc32)ccc1[N+](=O)[O-] | 7.0% | nt | -0.9% | 13% | nt | -5% | 4% | -4% | 6%
O=C(O)c1c2c(nc3ccc(F)cc13)CCC2 | 0.2% | 1.8% | 17% | -1% | -1% | 10% | 2% | -3% | 11%
C=CCn1c(Oc2ccccc2)nc2c1c(=O)n(C)c(=O)n2C | 0.2% | -1.7% | 0.8% | 3% | 4% | -4% | 1% | -6% | -2%
CCCCN(C(=O)c1ccco1)c1nnc(-c2cc(OC)c(OC)c(OC)c2)s1 | 1.4% | -1.6% | -2.0% | 3% | 1% | -3% | -5% | -9% | 11%
CCC(C)n1c(SCC(=O)Nc2cc(C(C)(C)C)nn2-c2ccccc2)nc2ccccc2c1=O (configuration not stated) | ? | -2.1% | -0.3% | 7% | -4% | 5% | 4% | 8% | 0%
Cc1nc(-c2ccc3c(c2)OCCO3)cs1 | 2.6% | -14% | -2.2% | 11% | -1% | 13% | 28% | -2% | -15%
COC(=O)c1ccc([C@H]2CC(=O)O2)cc1 | 2.9% | nt | -0.6% | 3% | -11% | -6% | ? | -10% | 38%
COc1cc(=O)n(C)c2c(OCC3OC(C)(C)OC3(C)C)cccc12 (configuration not stated) | -0.1% | -2.8% | 0.7% | 1% | -3% | 10% | 10% | 1% | 2%
COc1ccc(Oc2coc3cc(OCC(=O)N4CCCCC4)ccc3c2=O)cc1 | 5.7% | -4.2% | 3.7% | nt | nt | 3% | 8% | 8% | 15%
O=C(c1ccco1)N1CCN(CC2CC3C=CC2C3)CC1 (configuration not stated) | 1.5% | -1.6% | 2.2% | 18% | 0% | 4% | 5% | -1% | -2%
O=C(Oc1cccc(OC(=O)N2CCCCC2)c1)N1CCCCC1 | 19% | -1.9% | -1.0% | 7% | -11% | 5% | -7% | -1% | 5%
COc1ccc(OC)c(NC(=O)CN(Cc2ccc(F)cc2)C2CCCCC2)c1 | ? | nt | 1.0% | 7% | -15% | 2% | 7% | 2% | 19%
Cc1cc(C(=O)N2CCCCCC2)cs1 | 0.9% | -1.2% | -1.6% | 11% | -2% | 1% | -4% | -5% | -3%
O=C(CSCSCC(=O)NCC1CCCO1)NCC1CCCO1 (configuration not stated) | 0.1% | -2.6% | 0.9% | 9% | -1% | -4% | 4% | -4% | -3%
O=[N+]([O-])c1cc(-c2cnc3ccccc3n2)ccc1Oc1ccc(F)cc1 | 2.0% | -7.9% | -0.6% | 1% | -4% | -1% | -3% | -3% | -3%
COC(=O)CN1C(=O)[C@H]2[C@@H](c3ccc(C)o3)N3C(=O)CN(CCO)C(=O)[C@@]3(C)[C@H]2C1=O | 0.3% | nt | -0.2% | 9% | -6% | -1% | 21% | -13% | 34%
O=C(NC(=S)Nc1ccccn1)c1cncc(Br)c1 | 2.7% | -2.3% | -1.5% | 13% | 2% | 2% | -11% | -9% | -5%
COc1ccc(N(CC(=O)NCc2ccco2)S(=O)(=O)c2ccc(C)cc2)cc1 | 2.4% | -9.9% | -2.4% | -6% | 5% | 1% | 2% | -5% | -19%

Compounds from the list above that contain two or more sulfur atoms (6):
SMILES | RSV antiviral HEp-2 | XIAP antagonists | HIV fusion peptide | MgcRacGAP inhibition | NS5 inhibitors | SIAH1 antagonists | SV40 large T antigen | LYP phosphatase | AID2073
CS(=O)(=O)N1N=C(c2cccs2)CC1c1ccccc1O (configuration not stated) | 2.3% | -7.9% | -1.6% | 1% | nt | 8% | 8% | -4% | 0%
Cc1csc(NC(=O)CCc2ccc(S(=O)(=O)N3CCOCC3)cc2)n1 | 4.4% | -11% | -1.7% | -10% | nt | 4% | 2% | -9% | -9%
Cc1cccc(C)c1Nc1nnc(SC/C(O)=C(\C#N)c2nc3ccccc3[nH]2)s1 | 4.4% | -0.9% | 14% | 5% | -4% | -11% | 8% | 4% | 10%
O=C(CCC(=O)c1cccs1)Nc1nc2ccccc2s1 | 3.4% | nt | nt | 10% | -5% | nt | 15% | nt | nt
CS(=O)Cc1cc(Sc2ccccc2)nc(-c2ccncc2)n1 (configuration not stated) | -0.5% | -4.8% | -1.9% | 0% | -3% | -4% | 20% | -2% | 5%
O=C(CSCSCC(=O)NCC1CCCO1)NCC1CCCO1 (configuration not stated) | 0.1% | -2.6% | 0.9% | 9% | -1% | -4% | 4% | -4% | -3%

(list continues)
SMILES | RSV antiviral HEp-2 | XIAP antagonists | HIV fusion peptide | MgcRacGAP inhibition | NS5 inhibitors | SIAH1 antagonists | SV40 large T antigen | LYP phosphatase | AID2073
Cc1ccc(-n2nc3c(=O)n(CC(=O)NCc4ccccc4Cl)nc(C)c3c2C)cc1 | 3.5% | nt | -0.9% | 10% | -11% | 5% | 10% | -12% | -6%
CCn1c(SCC(=O)N2CCOCC2)nnc1-c1cccs1 | 1.7% | -4.4% | 5.2% | 3% | -5% | 0% | 11% | -2% | 12%
COc1ccccc1N1C(=O)c2ccc(C(=O)Nc3ccccc3O)cc2C1=O | 1.1% | nt | -3.6% | 10% | -1% | -4% | 31% | -6% | 1%
O=C(/C=N/O)NCC1CCNCC1 | 1.0% | -5.0% | 4.5% | -2% | -3% | 2% | 4% | 1% | -31%
Cc1ccc2cc(CN(CCN3CCOCC3)Cc3nnnn3Cc3ccco3)c(=O)[nH]c2c1C | nt | -0.4% | -2.8% | 5% | 2% | 5% | 18% | -8% | -20%
Cc1ccc(NC(=S)NNC(=O)c2nn(C)cc2Cl)cc1 | 1.1% | -0.3% | 0.5% | 7% | -6% | -2% | 15% | -1% | -30%
COc1ccc(/C=N\NC(=O)c2cc(O)c(O)c(O)c2)cc1CN1CCN(c2ccc(F)cc2)CC1 | -0.9% | -0.4% | 13% | -37% | -12% | -11% | 31% | -3% | 12%
CN1C(=O)/C(=C\c2ccncc2)SC1=Nc1ccccc1 | 0.7% | -0.6% | -2.1% | 9% | 0% | -8% | -5% | -3% | -8%

High-throughput results (PubChem BioAssay)
